FXIIa inh 1536 = human FXIIa protease inhibitors, primary screen, biochemical, 1536-well. actives 0.3% (n = 220,000). purified FXIIa, Boc-QGR-AMC fluorogenic substrate, 2 h. inhibition, % at 5 µM. Coagulation factor XII (Homo sapiens), P00748; in the data active = inhibition above about 40%;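 also: 0% = enzyme with no compound and 100% = blank without enzyme; many of its hits are not listed in these tables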
PPC-1+TRAIL kill = compounds killing PPC-1 cancer cells with TRAIL present, primary screen, TRAIL potentiator project, ATPLite luminescence, uHTS; PPC-1 cells + TRAIL, ATPLite viability luminescence; cell killing (% activity), % at 4 µM; actives 0.41% (n = 220,000);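 active = cell killing above 50% in the first pass at 4 µM, then a duplicate retest at 5 µM averaging 50% or more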;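 also: plate controls were cells with TRAIL plus DMSO for no effect and medium-only wells lacking cells for full effect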
zVAD death inh = inhibitors of zVAD-triggered necroptosis, primary screen, L929 cells; L929 zVAD necroptosis rescue, ATP luminescence, 24 h; with zVAD 60 µM; viability rescue, % at 10 µM; actives 0.38% (n = 220,000);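 active = activation, scaled between plate controls, above about 75%, limit read from the data; inactive = activation under that limit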;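 also: 0% = zVAD with DMSO and 100% = DMSO alone without zVAD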
EP2 antag = human EP2 receptor antagonists, primary screen, TR-FRET cAMP, C6 glioma cells. inhibition, % at 25 µM. actives 0.52% (n = 260,000). C6 glioma cells expressing human EP2; cells stimulated with saturating PGE2. Prostaglandin E2 receptor EP2 subtype (Homo sapiens), P43116;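 active = percent inhibition above 40 after rounding to a whole number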;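 also: rat C6 glioma host cells with rolipram phosphodiesterase inhibitor present; the protocol text gives 20 µM as final concentration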
Target sequence (P43116 whole entry, looked up): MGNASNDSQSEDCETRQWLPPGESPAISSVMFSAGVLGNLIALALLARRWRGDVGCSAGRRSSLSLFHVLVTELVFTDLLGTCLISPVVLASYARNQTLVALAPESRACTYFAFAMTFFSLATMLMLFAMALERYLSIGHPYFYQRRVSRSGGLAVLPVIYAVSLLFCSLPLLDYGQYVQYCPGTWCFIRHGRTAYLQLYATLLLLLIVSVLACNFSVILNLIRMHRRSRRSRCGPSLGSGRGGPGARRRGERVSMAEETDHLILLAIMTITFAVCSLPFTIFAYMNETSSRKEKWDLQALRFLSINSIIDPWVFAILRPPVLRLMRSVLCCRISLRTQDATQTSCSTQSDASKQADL
TNF necrop inh = inhibitors of TNF-alpha triggered necroptosis, primary screen, cell-based, Jurkat FADD-/-, single concentration; Jurkat FADD-/- TNF necroptosis rescue, ATP luminescence, 24 h; 0 = TNF only, 100 = no-TNF cells; actives 0.068% (n = 220,000); activation (protection from cell death), % at 10 µM; AID 463075, 2010;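 active = activation, meaning protection from cell death, of at least 50% relative to plate controls; inactive = activation below 50%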;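 also: necroptosis triggered by 40 ng/mL TNF-alpha added together with compound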
Wee1 degr inh = Wee1 degradation inhibitors, primary screen, cell-based, HeLa, Wee1K328M-luciferase, luminescence | Wee1-like protein kinase (Homo sapiens), P30291 | HeLa Luc-Wee1K328M stability; 100% = proteasome inhibitor MG132 effect | reporter increase, % at 5 µM | actives 1.2% (n = 220,000) | AID 1321, 2008;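 active = activation above the mean of all tested compounds plus 3 SD, set per screening run, cut at about 8.8% in these data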;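 also: cells exposed to compound for 20 h before luminescence read; 0% = DMSO alone and 100% = MG132 at 30 µM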
Target sequence (P30291 whole entry K328M): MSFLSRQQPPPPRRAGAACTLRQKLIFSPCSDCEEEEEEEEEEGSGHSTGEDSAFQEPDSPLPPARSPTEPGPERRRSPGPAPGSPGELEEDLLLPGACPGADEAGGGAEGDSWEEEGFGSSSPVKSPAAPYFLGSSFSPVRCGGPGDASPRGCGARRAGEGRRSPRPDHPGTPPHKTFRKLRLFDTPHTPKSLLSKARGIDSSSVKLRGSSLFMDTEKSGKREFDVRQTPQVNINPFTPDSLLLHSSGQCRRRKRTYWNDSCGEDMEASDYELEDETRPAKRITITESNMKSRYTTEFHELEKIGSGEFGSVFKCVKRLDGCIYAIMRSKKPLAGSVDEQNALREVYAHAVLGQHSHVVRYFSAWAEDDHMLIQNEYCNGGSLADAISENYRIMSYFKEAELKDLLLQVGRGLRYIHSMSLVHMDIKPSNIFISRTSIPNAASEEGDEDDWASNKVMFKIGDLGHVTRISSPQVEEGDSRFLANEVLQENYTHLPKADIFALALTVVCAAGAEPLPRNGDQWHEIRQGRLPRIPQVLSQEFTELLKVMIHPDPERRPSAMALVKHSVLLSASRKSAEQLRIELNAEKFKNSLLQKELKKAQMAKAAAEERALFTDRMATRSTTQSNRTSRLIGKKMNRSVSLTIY
Tb hexokinase = Trypanosoma brucei hexokinase 1 inhibitors, primary screen, biochemical, G6PDH-coupled NADH absorbance, MLSCN library. recombinant TbHK1, G6PDH-coupled NADH A340. inhibition, % at 10 µM. actives 0.11% (n = 220,000). AID 1430, 2008;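 active = inhibition of 50% or more in the single-dose primary screen; inactive = inhibition below 50%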
CHOP inhibitor = inhibitors of CHOP promoter induction, primary screen, cell-based, unfolded protein response, luciferase reporter | inhibition, % at 10 µM | actives 3.8% (n = 220,000) | CHO-K1 CHOP-promoter luciferase, tunicamycin-induced, 15-18 h | AID 2732, 2010;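 active = compounds that reduced the stress-induced luciferase reporter signal by more than about 70% of percent inhibition, limit read from the data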;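 also: 0% = tunicamycin plus vehicle and 100% = wells without tunicamycin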
FXIa inh = human FXIa protease inhibitors, primary screen, biochemical, 1536-well; purified FXIa, Boc-Glu-Ala-Arg-AMC fluorogenic substrate; Coagulation factor XI (Homo sapiens), P03951; inhibition, % at 5 µM; AID 798, 2007; actives 0.14% (n = 220,000);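 active = inhibition of at least 40%; inactive = inhibition below 40%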;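 also: fluorescence of freed AMC excited at 355 nm; 0% = enzyme without compound and 100% = no enzyme blank; many of its hits are not listed in these tables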
Starred values were filed as active, the others as inactive; . = no result given; & = joins results of further samples. The list is partial; the hit share may differ from the screen's.

smiles	FXIIa inh 1536	PPC-1+TRAIL kill	zVAD death inh	EP2 antag	TNF necrop inh	Wee1 degr inh	Tb hexokinase	CHOP inhibitor	FXIa inh
CN(C)c1ccnc2sc(C(=O)c3ccc(Br)cc3)c(N)c12	-4	30	6.1	8	0.3	0	-2	-6	-4
COCCn1c(SCCCC(=O)c2ccc(Br)cc2)nnc1-c1ccncc1	-14	33	2.9	.	-13	0	-10	32	-9
CCc1ccc(OCc2nnc(SCC(=O)N3CCN(c4ccccc4)CC3)o2)cc1	4	8	0.0	4	-2.3	1	0	6	-8
Nc1nnc(-c2ccccc2)s1	9	16	-0.1	.	-0.3	-1	-8	-20	-4
Cc1cc(C)c(C)c(OCC(=O)NCC2CCCO2)c1 (stereo not given)	12	-23	0.0	2	-1.1	1	4	34	-3
COc1ccc(-n2nc3c(=O)[nH][nH]c3cc2=O)cc1	2	11	-0.1	9	-2.5	1	-6	22	-1
O=C(/C=C/Nc1ccccc1)c1cnc(-c2ccccc2)s1	14	-8	0.2	17	-1.3	-1	-2	-29	7
Cc1[nH]n(C)c(=O)c1C(=O)c1c(-c2c(Cl)cccc2Cl)noc1C	2	18	-1.4	16	-19	-2	-14	-56	-16

smiles	FXIIa inh 1536	PPC-1+TRAIL kill	zVAD death inh	EP2 antag	TNF necrop inh	Wee1 degr inh	Tb hexokinase	CHOP inhibitor	FXIa inh
O=C1c2ccccc2C(=O)N1CCCCN(C(=O)c1ccc([N+](=O)[O-])cc1)c1ccc(Cl)cc1	18	1	0.7	12	-11	2	-2	20	-2
O=C(N/N=C/c1ccc(F)cc1)c1ccc(Br)cc1	12	-17	1.2	11	-3.2	0	-6	10	4
Cc1nnc(N(Cc2ccco2)C(=O)c2ccc(C#N)cc2)s1	3	14	-0.1	10	-0.5	1	-2	-8	-4
CCCOc1ccc(/C(O)=C2/C(=O)C(=O)N(CCN(C)C)C2c2ccco2)cc1 (stereo not given)	-9	11	-0.1	6	-1.7	5	-9	-15	-4
CN(C)CCOc1nc(-c2ccccc2)nc2c1oc1ccccc12	12	12	4.0	10	-19	3	9	44	4
CNc1nc(N)nc(-c2cc(Cl)ccc2OC)n1	3	-4	1.2	10	-0.3	0	-3	12	-3
COC(=O)CSc1nnc(CNc2ccc(OC)cc2)n1C	-1	-4	-0.1	2	-0.5	0	3	1	-4
CCN=C1NN=C(c2c[nH]c3ccccc23)CS1	3	39	0.8	0	0.4	2	-21	-1	-1

smiles	FXIIa inh 1536	PPC-1+TRAIL kill	zVAD death inh	EP2 antag	TNF necrop inh	Wee1 degr inh	Tb hexokinase	CHOP inhibitor	FXIa inh
C=C(Br)Cn1c(CCCC)nc2ccccc21	18	3	-0.1	5	1.4	3	6	15	7
CCOC(=O)c1cccc(NC(=S)NCc2ccc(C)cc2)c1	12	10	-0.8	4	-0.9	-1	2	-1	3
COc1cc2ncnc(NCCc3ccccc3)c2cc1OC	9	13	0.7	7	-2.7	-2	-1	22	4
NC(=O)c1cnn2c1NC(c1ccc(F)cc1)CC2C(F)(F)F (stereo not given)	4	7	2.1	6	0.6	0	-5	29	-4
COC(=O)c1ccc(Oc2c(Cl)cccc2[N+](=O)[O-])cc1	15	-15	-0.1	4	1.5	1	23	41	8
CN(C(=O)C1CCCN(S(=O)(=O)c2cccc([N+](=O)[O-])c2)C1)C1CCS(=O)(=O)C1 (stereo not given)	5	-28	1.7	9	1.1	-3	-3	13	-2
CC(NC(=O)c1ccccc1)C(c1cccs1)N1CCOCC1 (stereo not given)	5	6	0.6	7	0.6	-2	-1	-7	-3
O=C1c2cccc3cccc(c23)C(=O)N1CCN1CCN(C(=S)Nc2ccc(F)cc2)CC1	-5	20	-0.5	6	1.5	-1	10	22	-11

smiles	FXIIa inh 1536	PPC-1+TRAIL kill	zVAD death inh	EP2 antag	TNF necrop inh	Wee1 degr inh	Tb hexokinase	CHOP inhibitor	FXIa inh
Cc1cc(C(=O)COC(=O)c2ccc(N)c([N+](=O)[O-])c2)c(C)n1Cc1ccc2c(c1)OCO2	5	4	-0.7	8	-13	6	-9	30	-1
CCOc1ccc(C(=O)NCC(c2cccs2)N(C)C)cc1 (stereo not given)	11	25	.	3	2.3	1	1	20	7
COc1ccc(OC(C)C(=O)NCc2cccnc2)cc1 (stereo not given)	11	1	0.1	15	-1.2	1	-5	13	4
Cn1cc(/C=C2\SC(=O)N(c3ccc(O)cc3)C2=O)c2ccccc21	3	15	2.9	14	2.0	-2	-5	31	0
Cc1onc(-c2ccccc2Cl)c1C(=O)NCc1ccc(S(N)(=O)=O)cc1	9	-2	-0.2	18	-4.7	2	2	-37	5
Cc1nn(-c2cccc(C(F)(F)F)c2)c(Cl)c1/C=N/n1cnnc1	11	-5	2.3	14	-1.8	0	-8	40	-4
CCOC(=O)c1cc(C)sc1/N=C/C1C(=O)CC(C)(C)CC1=O	0	22	1.2	9	-1.3	4	-5	28	1
O=C(Nc1ccccc1)n1ccc(-c2ccc(-n3ccnc3)cc2)n1	3	28	76*	3	15	5	-1	-9	-2

smiles	FXIIa inh 1536	PPC-1+TRAIL kill	zVAD death inh	EP2 antag	TNF necrop inh	Wee1 degr inh	Tb hexokinase	CHOP inhibitor	FXIa inh
CCC(=O)N1CN(S(=O)(=O)c2ccc(C)cc2)CC1C (stereo not given)	18	-2	1.1	7&11	-0.1	-1	0	12	16
Cc1cc(=O)[nH]c(SCC(=O)N2CCN(C(c3ccccc3)c3ccccc3)CC2)n1	10	-8	0.0	20	-0.3	3	3	74*	-5
COCCNC(=O)CSc1nc(-c2ccccc2)cs1	-3	20	-0.3	5	0.0	3	3	-9	-14
CCOc1ccccc1NC(=O)CN(C)S(=O)(=O)c1cccc2nsnc12	1	33	0.6	11	-1.4	0	-7	3	1
O=c1c2ccccc2nc(SCc2ccncc2)n1CC1CCCO1 (stereo not given)	10	12	-0.7	5	-0.1	0	-1	9	0
CC(C)(C)c1ccc(-c2noc(C(=O)NN)n2)cc1	7	13	-0.1	-2	0.5	6	-1	41	4
CCOc1ccc(OCCCCN2CCCC2)cc1	3	16	-0.5	29	0.4	0	-8	7	-5
Cc1ccc(C)c(S(=O)(=O)N2CCN(C(C)C(=O)Nc3ccccc3-c3ccccc3)CC2)c1 (stereo not given)	9	8	-0.8	1	0.2	2	2	-27	1

smiles	FXIIa inh 1536	PPC-1+TRAIL kill	zVAD death inh	EP2 antag	TNF necrop inh	Wee1 degr inh	Tb hexokinase	CHOP inhibitor	FXIa inh
CCNC(=S)N(Cc1cc2cccc(C)c2[nH]c1=O)C1CCCC1	18	21	0.2	8	1.7	2	29	10	6
COc1cc(C(=O)N/N=C/c2ccsc2C)cc(OC)c1OC	10	2	-0.1	8	-19	-1	-35	-59	5
CSC1=NC(C(Cl)(Cl)Cl)N=C(c2ccccc2)N1 (stereo not given)	10	6	2.5	4	-3.3	0	-5	8	1
O=Cc1cn(CC(=O)N2CCCCC2)c2ccccc12	10	25	0.1	12	2.0	0	-11	-9	1
CC1=CC(=C(C#N)c2nc3ccccc3s2)C=C(C)N1c1ccc(F)cc1F	7	21	0.2	8	1.7	0	0	42	2
COc1ccc(NCC(=O)n2c(C)c(C)c3ccccc32)cc1OC	9	1	-0.3	9	-1.1	2	-14	-9	1
COc1ccc(-c2nc(SC)n(C(=O)c3ccco3)n2)cc1	24	16	0.0	17	-3.6	3	-1	72*	18
O=C(CSc1nc2ccsc2c(=O)n1Cc1ccc(C(=O)O)cc1)NCc1ccco1	28	7	.	5	1.9	-1	8	-11	20

smiles	FXIIa inh 1536	PPC-1+TRAIL kill	zVAD death inh	EP2 antag	TNF necrop inh	Wee1 degr inh	Tb hexokinase	CHOP inhibitor	FXIa inh
CCOC(=O)C1CCCN(c2c(NCC3CCCO3)c(=O)c2=O)C1 (stereo not given)	5	-3	0.3	9	0.8	0	-6	6	-4
CCOc1ccccc1CNCCOC	38	27	-0.1	10	0.4	0	7	0	30
COc1ccc(CC(=O)NCc2n[nH]c(=S)n2-c2ccccc2)cc1	-1	-10	0.7	5	1.8	0	0	16	-2
O=C(Nc1ccccc1)c1ccc[n+](Cc2ccc([N+](=O)[O-])cc2)c1	11	16	0.1	9	1.0	-1	4	19	2
COC(=O)Cc1c(C)nc2nc(-c3ccccc3)[nH]n2c1=O	3	16	-0.1	9	0.0	-2	-4	-16	-6
CC[C@@H](C)C(N)c1cn([C@@H](CCC(=O)O)C(=O)N2CCNCC2)nn1 (stereo not given in full)	5	11	-0.1	11	0.3	-2	-5	6	0
CC(=O)/C=C1\N(C)c2ccc(C)cc2C1(C)C	15	19	-1.1	8&2	-4.9	-4	-27	36	2
C=C(C)CNC(=S)N/N=C/c1ccco1	6	-6	0.5	-1	-0.8	2	-43	-21	-1

smiles	FXIIa inh 1536	PPC-1+TRAIL kill	zVAD death inh	EP2 antag	TNF necrop inh	Wee1 degr inh	Tb hexokinase	CHOP inhibitor	FXIa inh
Cc1ccc(S(=O)(=O)CC(O)COc2ccc(F)cc2Cl)cc1 (stereo not given)	0	6	1.5	7	0.0	-2	2	-2	-8
Cc1cc(C)c(C#N)c(Oc2ccc(O)cc2)n1	21	27	0.2	16	-1.5	-1	-6	23	5
O=C1NC(=S)N/C1=C/c1cc([N+](=O)[O-])ccc1O	7	-7	0.1	9	0.4	0	-12	16	-4
CCCn1c(SCC(=O)NC(=O)NC(C)(C)C)n[nH]c1=O	22	-5	1.3	1	-0.1	0	5	10	26
COc1ccc(-c2ccc(C(=S)N3CCN(C(C)=O)CC3)o2)cc1	10	6	-0.1	15	1.0	0	-3	-27	-6
O=C1c2ccccc2C(=O)C12OC2c1ccc(Cl)cc1Cl (stereo not given)	14	18	4.1	1	1.5	2	0	88*	10
Cc1ccc(C)c(SCC(=O)Nc2nnc(-c3ccccc3)o2)c1	-2	3	-1.1	.	-2.3	2	6	17	-2
